Bioassay records as filed in PubChem BioAssay.
TAAR1 ag = human TAAR1 agonism. Q96RJ0. CHO RD-HGA16 TAAR1, Fluo-8 calcium fluorescence; vehicle wells 0%, saturating PEA agonist 100%. activation, % at 3 µM. 0.99% of 360,000 active;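 active = activation above the mean activation of all test compounds in the run plus 3 SD, cut at about 38% in these data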
Target sequence (Q96RJ0 whole entry, looked up): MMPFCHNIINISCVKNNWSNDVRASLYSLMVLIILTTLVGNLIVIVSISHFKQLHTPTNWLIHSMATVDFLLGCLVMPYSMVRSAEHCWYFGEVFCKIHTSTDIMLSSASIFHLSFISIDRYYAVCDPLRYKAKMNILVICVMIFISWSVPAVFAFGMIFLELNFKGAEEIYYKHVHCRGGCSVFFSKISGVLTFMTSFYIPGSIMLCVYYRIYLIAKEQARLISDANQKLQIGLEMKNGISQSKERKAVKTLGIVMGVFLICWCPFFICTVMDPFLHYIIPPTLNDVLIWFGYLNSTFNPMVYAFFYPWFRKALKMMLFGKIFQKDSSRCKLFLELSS
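Test system: RD-HGA16 (CHO) cells co-expressing Gα16 and hTAAR1; dosing: one-point dosing at 3 µM (nominal); timing: 17-24 h seeding, 75 min 37 °C dye, 30 min RT; signal: kinetic Fluo-8 calcium fluorescence; read-out basis: % activation relative to PEA EC100 response; controls: DMSO and PEA EC100; replicates: n 1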
CRFR2-BP ag = agonists of human CRF-binding protein/CRF-R2 receptor complex; HEK293 CRF-R2/CRF-BP, calcium dye fluorescence (FLIPR); percent of saturating CRF peptide response; activation, % at 13.2 µM; 0.46% of 350,000 active; AID 588473;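 active = activation of at least 50%, plus an integration ratio under a set limit after plate pattern correction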;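 also: plate controls were neutral control wells without compound for no effect and CRF at EC100 for full effect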
CHO-K1 Ca PAM = M1 PAM counterscreen hit in parental CHO-K1 cells; ATP EC20, Fluo-8 calcium fluorescence; 0% at ATP EC20, 100% at ATP max; activation, % at 3 µM; 0.02% of 360,000 active; AID 602247;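 active = activation above the run cutoff, the mean activation of all test compounds plus 3 SD, cut at about 40% in these data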;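 also: peak over basal fluorescence ratio in a 140 s read after ATP addition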
M5 ag = CHRM5 agonism in calcium assay; CHO-K1 hM5 cells, Fluo-8 calcium fluorescence; 0% DMSO wells, 100% maximal acetylcholine response; AID 624037; P08912; activation, % at 3 µM; 0.19% of 360,000 active;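 active = activation above the run's mean over test compounds plus 3 SD, cut at about 23% in these data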;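 also: signal is peak over basal fluorescence ratio across the kinetic read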
CRFBP-R2 block = blocks CRF-induced signaling of the CRF-BP/CRF-R2 complex. 0.59% of 350,000 active. HEK293 CRF-R2/CRF-BP, CRF-induced calcium fluorescence. AID 588475. inhibition, % at 11.8 µM;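 active = inhibition of the ligand-induced calcium signal above about 50% at the single tested concentration, limit read from the data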
M5 PAM = CHRM5 positive allosteric modulation; P08912; CHO-K1 hM5, Fluo-8 calcium, ACh EC20 PAM; 0% = ACh EC20, 100% = ACh EC100; activation, % at 3 µM; 0.3% of 360,000 active; AID 624038;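 active = activation above the run cutoff, the mean activation of all test compounds plus 3 SD, cut at about 18% in these data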
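Assay system: CHO-K1 hM5 cells / Incubation: Fluo-8 loading 80 min at 37 °C plus 30 min room temperature / Technique: Fluo-8 calcium dye fluorescence, kinetic read / Repeats: single replicate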
M4 PAM = positive allosteric modulators of human muscarinic M4 receptor | P08173 | CHO-K1 hM4/Gqi5, Fluo-8 calcium fluorescence, ACh EC20; 0% = ACh EC20, 100% = maximal ACh | activation, % at 3 µM | 0.4% of 360,000 active;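 active = activation above its plate's cutoff, the mean activation of sample wells plus 3 SD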; also: some results filed as inactive read as strong as hits
Target sequence (P08173 whole entry, looked up): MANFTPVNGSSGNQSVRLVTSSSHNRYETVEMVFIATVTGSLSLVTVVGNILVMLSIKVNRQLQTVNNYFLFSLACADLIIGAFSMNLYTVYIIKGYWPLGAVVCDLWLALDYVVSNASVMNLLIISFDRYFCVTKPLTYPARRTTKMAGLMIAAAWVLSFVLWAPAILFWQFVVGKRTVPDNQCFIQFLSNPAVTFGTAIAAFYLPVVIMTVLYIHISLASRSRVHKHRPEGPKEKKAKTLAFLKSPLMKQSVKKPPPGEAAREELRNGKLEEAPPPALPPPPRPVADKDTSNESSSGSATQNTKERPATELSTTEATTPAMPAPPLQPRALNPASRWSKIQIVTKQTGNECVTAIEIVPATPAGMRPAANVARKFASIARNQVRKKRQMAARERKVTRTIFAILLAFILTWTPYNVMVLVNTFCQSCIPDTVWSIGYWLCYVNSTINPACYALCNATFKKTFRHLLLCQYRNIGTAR
CHRM5 antagonist = antagonists of human muscarinic M5 receptor (CHRM5); inhibition, % at 3 µM; CHO-hM5 cells, Fluo-8 calcium fluorescence, ACh EC80; 0.59% of 360,000 active; P08912;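 active = inhibition above a per-plate cutoff, the mean of that plate's test compounds plus 3 SD, cut at about 27% in these data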;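 also: 0% = acetylcholine EC80 with DMSO and 100% = DMSO without agonist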
TAAR1 antag = human TAAR1 antagonism | Q96RJ0 | CHO RD-HGA16 TAAR1, Fluo-8 calcium fluorescence, antagonist | inhibition, % at 3 µM | 1.5% of 360,000 active | AID 624466;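 active = inhibition above a per-plate cutoff, the mean inhibition of test compounds on that plate plus 3 SD, cut at about 49% in these data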;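 also: 0% = DMSO plus EC80 beta-PEA response and 100% = DMSO alone without agonist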
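Test system – hTAAR1-expressing CHO RD-HGA16 cells, Gα16-coupled · Also added – β-PEA at EC80 concentration, post-compound challenge · Compound – 3 µM, single point · Incubation – dye loading 75 min at 37 °C, then 30 min room temperature · Measured by – Fluo-8 intracellular calcium dye fluorescence, real-time kinetic reads · Benchmarks – vehicle and agonist controls · Replicates – singlicate, one well per test compound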
Starred values were filed as active, the others as inactive.

`COc1cc(/C=N/N2CCN(Cc3ccc(Cl)cc3)CC2)ccc1OC(C)=O` gave TAAR1 ag 7, CRFR2-BP ag -0.6, CHO-K1 Ca PAM -10, M5 ag -8, CRFBP-R2 block -11, M5 PAM -5, M4 PAM -3, CHRM5 antagonist 8 and TAAR1 antag -16.
Screening CN=C(Nc1cc(C)nn1-c1ccccc1)c1ccccc1 returned TAAR1 ag 3, CRFR2-BP ag -1.0, CHO-K1 Ca PAM 0, M5 ag 2, CRFBP-R2 block -1, M5 PAM -8, M4 PAM 7, CHRM5 antagonist 12 and TAAR1 antag 23.
For CCCCn1c(SCC(=O)Nc2cc(C)on2)nnc1-c1ccco1 the results were TAAR1 ag 11, CRFR2-BP ag -2.8, CHO-K1 Ca PAM 15, M5 ag -5, CRFBP-R2 block 3, M5 PAM -2, M4 PAM -5, CHRM5 antagonist -3 and TAAR1 antag -3.
Screening Nc1cccc(Nc2ncnc3ccccc23)c1 returned TAAR1 ag 1, CRFR2-BP ag -2.0, CHO-K1 Ca PAM 12, M5 ag 8, CRFBP-R2 block 1, M5 PAM 2, M4 PAM -3, CHRM5 antagonist -8 and TAAR1 antag -7.
Screening COc1ccccc1NC(=O)Nc1c(C)n(C)n(-c2ccccc2)c1=O returned TAAR1 ag 1, CRFR2-BP ag -2.8, CHO-K1 Ca PAM 15, M5 ag -1, CRFBP-R2 block 20, M5 PAM -2, M4 PAM 6, CHRM5 antagonist 1 and TAAR1 antag 3.
CCCCCCCCNC(=O)/C(C#N)=C/c1ccc(SC)cc1 was read as TAAR1 ag 11, CRFR2-BP ag 13, CHO-K1 Ca PAM -15, M5 ag -2, CRFBP-R2 block -232, M5 PAM -6, M4 PAM -3, CHRM5 antagonist 7 and TAAR1 antag -13.
For Cc1[nH][nH]c(=O)c1C(c1c(C)[nH][nH]c1=O)c1cn(Cc2ccc(F)cc2)c2ccccc12 the results were CRFR2-BP ag -1.0, CHO-K1 Ca PAM 13, M5 ag -2, CRFBP-R2 block -23, M5 PAM -3, M4 PAM -4 and CHRM5 antagonist -1.
Screening CCCCn1c(SCC(=O)N(CC)C2CCS(=O)(=O)C2)nnc1C(CC)N(C)C (stereo unspecified) returned TAAR1 ag 8, CRFR2-BP ag 0.1, CHO-K1 Ca PAM 1, M5 ag -1, CRFBP-R2 block -6, M5 PAM -3, M4 PAM -7, CHRM5 antagonist 3 and TAAR1 antag -3.
Cc1ccc(C(=O)NNC(=O)CSc2nnc3ccccn23)cc1 was read as TAAR1 ag 5, CRFR2-BP ag -2.0, CHO-K1 Ca PAM -6, M5 ag 0, CRFBP-R2 block 2, M5 PAM 4, M4 PAM -3, CHRM5 antagonist 14 and TAAR1 antag -35.
O=C(NNC(=O)C1CC(c2cccs2)=NO1)NC1CCCCC1 (stereo unspecified) was read as TAAR1 ag 2, CRFR2-BP ag -2.4, CHO-K1 Ca PAM -1, M5 ag 0, CRFBP-R2 block 0, M5 PAM 3, M4 PAM -1, CHRM5 antagonist 7 and TAAR1 antag -2.
For Cn1c(Cn2c(=O)sc3ccccc32)nnc1SCC(=O)NCc1ccc2c(c1)OCO2 the results were TAAR1 ag 0, CRFR2-BP ag 0.8, CHO-K1 Ca PAM 5, M5 ag 0, CRFBP-R2 block 0, M5 PAM -1, M4 PAM -3, CHRM5 antagonist 0 and TAAR1 antag 6.
For COc1ccc2c(c1OC)C(=O)N(c1ccccc1)C2=O the results were TAAR1 ag 2, CRFR2-BP ag -2.4, CHO-K1 Ca PAM 17, M5 ag 0, CRFBP-R2 block 2, M5 PAM 5, M4 PAM 1, CHRM5 antagonist 0 and TAAR1 antag -10.
CC(C)C(=O)N1CCC(CN=Cc2c(O)n(C3CCCCC3)c(=O)n(C3CCCCC3)c2=O)CC1 was read as TAAR1 ag 7, CRFR2-BP ag -2.5, CHO-K1 Ca PAM 0, M5 ag 0, CRFBP-R2 block -24, M5 PAM 3, M4 PAM 2, CHRM5 antagonist -4 and TAAR1 antag 16.
O=C(COC(=O)CCc1ccc(S(=O)(=O)N2CCOCC2)cc1)Nc1ccccc1[N+](=O)[O-] was read as TAAR1 ag 8, CRFR2-BP ag 0.2, CHO-K1 Ca PAM 16, M5 ag 7, CRFBP-R2 block -1, M5 PAM -2, M4 PAM -7, CHRM5 antagonist -9 and TAAR1 antag 14.
For CCOc1cc(/C=C2/C(=N)N3OC(C)=CC3=NC2=O)ccc1OC(=O)c1ccco1 the results were TAAR1 ag 9, CRFR2-BP ag 0.8, CHO-K1 Ca PAM 18, M5 ag 0, CRFBP-R2 block -214, M5 PAM 8, M4 PAM 13, CHRM5 antagonist -7 and TAAR1 antag 0.

Among those listed so far, these contain a furan ring, fused or not.
For CCCCn1c(SCC(=O)Nc2cc(C)on2)nnc1-c1ccco1 the results were TAAR1 ag 11, CRFR2-BP ag -2.8, CHO-K1 Ca PAM 15, M5 ag -5, CRFBP-R2 block 3, M5 PAM -2, M4 PAM -5, CHRM5 antagonist -3 and TAAR1 antag -3.
For CCOc1cc(/C=C2/C(=N)N3OC(C)=CC3=NC2=O)ccc1OC(=O)c1ccco1 the results were TAAR1 ag 9, CRFR2-BP ag 0.8, CHO-K1 Ca PAM 18, M5 ag 0, CRFBP-R2 block -214, M5 PAM 8, M4 PAM 13, CHRM5 antagonist -7 and TAAR1 antag 0.

(list continues)
`CCCCC(=O)Nc1sc(C(=O)N(CC)CC)c(C)c1C(=O)OC` gave TAAR1 ag 10, CRFR2-BP ag -0.1, CHO-K1 Ca PAM 8, M5 ag -3, CRFBP-R2 block -12, M5 PAM 4, M4 PAM 6, CHRM5 antagonist -6 and TAAR1 antag 1.
Screening CCN(C(=O)CN1C(=O)S/C(=C\c2ccccc2OC)C1=O)C1CCS(=O)(=O)C1 (stereo unspecified) returned TAAR1 ag 0, CRFR2-BP ag 0.4, CHO-K1 Ca PAM -1, M5 ag -1, CRFBP-R2 block 8, M5 PAM -1, M4 PAM 5, CHRM5 antagonist 11 and TAAR1 antag -15.
`CC(C(=O)OCC(=O)Nc1ccc(S(=O)(=O)N2CCCCC2)cc1)N1C(=O)c2ccccc2C1=O` (stereo unspecified) gave TAAR1 ag 8, CRFR2-BP ag 1.4, CHO-K1 Ca PAM 22, M5 ag 0, CRFBP-R2 block 3, M5 PAM -13, M4 PAM -6, CHRM5 antagonist 8 and TAAR1 antag 9.
Screening CCCCCN(C(=O)CCC(=O)OCC(=O)c1ccc(CCC)cc1)c1c(N)n(CCCC)c(=O)[nH]c1=O returned TAAR1 ag 1, CRFR2-BP ag 1.0, CHO-K1 Ca PAM 1, M5 ag -1, CRFBP-R2 block 17, M5 PAM 5, M4 PAM 9, CHRM5 antagonist 3 and TAAR1 antag -27.
`CCn1c(SCC(=O)c2ccc3ccccc3c2)nnc1-c1ccco1` gave TAAR1 ag 4, CRFR2-BP ag 1.2, CHO-K1 Ca PAM 13, M5 ag 4, CRFBP-R2 block 3, M5 PAM -2, M4 PAM 3, CHRM5 antagonist -4 and TAAR1 antag 2.
For CCc1cccc(C)c1NC(=O)CSc1n[nH]c(N)n1 the results were TAAR1 ag 1, CRFR2-BP ag 0.5, CHO-K1 Ca PAM 6, M5 ag 1, CRFBP-R2 block -4, M5 PAM -8, M4 PAM 3, CHRM5 antagonist 8 and TAAR1 antag -21.
CN1CCC(N(C)C(=O)c2cc(-c3ccc(F)cc3)nc3ccccc23)CC1 was read as TAAR1 ag 2, CRFR2-BP ag -1.3, CHO-K1 Ca PAM 11, M5 ag -2, CRFBP-R2 block -1, M5 PAM 6, M4 PAM -4, CHRM5 antagonist 0 and TAAR1 antag -2.
Screening COc1cccc(OCc2cc(C(=O)NCCc3cccc(C)n3)no2)c1 returned TAAR1 ag 5, CRFR2-BP ag -12, CHO-K1 Ca PAM -15, M5 ag -2, CRFBP-R2 block 3, M5 PAM 3, M4 PAM 9, CHRM5 antagonist 3 and TAAR1 antag -10.
`CC(C)(C)C(=O)Nc1nc(C2CCCN2S(=O)(=O)c2ccc(Cl)cc2)cs1` (stereo unspecified) gave TAAR1 ag 7, CRFR2-BP ag -1.3, CHO-K1 Ca PAM 6, M5 ag 0, CRFBP-R2 block 1, M5 PAM -5, M4 PAM -4, CHRM5 antagonist 2 and TAAR1 antag 3.
Screening COc1cc2nc(CN3CCOCC3)n(CC(=O)N3CCCCCC3)c(=O)c2cc1OC returned TAAR1 ag 4, CRFR2-BP ag -0.1, CHO-K1 Ca PAM 7, M5 ag 3, CRFBP-R2 block -7, M5 PAM -4, M4 PAM -7, CHRM5 antagonist 8 and TAAR1 antag -3.
Screening CC(C)Oc1ccc(C(=O)O)c(C(=O)O)c1 returned TAAR1 ag 6, CRFR2-BP ag 0.4, CHO-K1 Ca PAM 6, M5 ag 1, CRFBP-R2 block 39, M5 PAM -5, M4 PAM 5, CHRM5 antagonist 9 and TAAR1 antag 9.
Screening O=C(c1cccnc1)C1Cc2ccccc2C1=O (stereo unspecified) returned TAAR1 ag 0, CRFR2-BP ag 0.4, CHO-K1 Ca PAM -6, M5 ag 4, CRFBP-R2 block 13, M5 PAM 0, M4 PAM -1, CHRM5 antagonist -9 and TAAR1 antag -2.
Screening COCc1c(C(=O)N/N=C/c2ccco2)nnn1-c1nonc1N returned TAAR1 ag -1, CRFR2-BP ag -1.0, CHO-K1 Ca PAM 6, M5 ag -2, CRFBP-R2 block -7, M5 PAM -1, M4 PAM -10, CHRM5 antagonist 10 and TAAR1 antag 0.
Screening CSCCC(C(=O)NC(C)(C)C)n1c(-c2ccc3c(c2)OCO3)nc2ccccc21 (stereo unspecified) returned TAAR1 ag -2, M5 ag -4, M5 PAM 3, M4 PAM -5, CHRM5 antagonist -6 and TAAR1 antag -19.
C=CCCC1CN(CCCC)S(=O)(=O)c2c(F)cccc2O1 (stereo unspecified) was read as TAAR1 ag 0, CRFR2-BP ag -2.7, CHO-K1 Ca PAM 14, M5 ag -2, CRFBP-R2 block 11, M5 PAM 0, M4 PAM -3, CHRM5 antagonist -12 and TAAR1 antag 11.
c1ccc(-c2ccnc3ncnn23)nc1 was read as TAAR1 ag 0, CRFR2-BP ag 3.1, CHO-K1 Ca PAM 4, M5 ag 1, CRFBP-R2 block 27, M5 PAM 0, M4 PAM 8, CHRM5 antagonist -18 and TAAR1 antag 8.
Screening CC(=O)c1c(C)nc2sc3c(=N)n(N)cnc3c2c1-c1ccc(Cl)cc1 returned TAAR1 ag 0, CRFR2-BP ag 1.6, CHO-K1 Ca PAM 7, M5 ag -4, CRFBP-R2 block -6, M5 PAM 4, M4 PAM 6, CHRM5 antagonist 1 and TAAR1 antag -9.
For CS(=O)(=O)N(Cc1ccccc1)c1ccc(C(=O)Nc2ccc(C(N)=O)cc2)cc1 the results were TAAR1 ag 4, CRFR2-BP ag -0.6, CHO-K1 Ca PAM 3, M5 ag -7, CRFBP-R2 block -3, M5 PAM 1, M4 PAM 8, CHRM5 antagonist 15 and TAAR1 antag -5.
